Assay outcomes: PubChem BioAssay, National Center for Advancing Translational Sciences (NCATS)
L3MBTL1 block – inhibitors of human L3MBTL1 | Q9Y468 | AlphaScreen L3MBTL1–H3K9me1 peptide binding | Potency, µM (top dose mostly 57.1 µM), for inactives: at the top dose activity, negative = inhibition, usual class: inhibitors | 0.66% of 230,000 active | AID 485360; active = well fitted inhibition curve with a large enough effect; note: nearly all actives have a fitted effect of over 60% in size
Target sequence (Q9Y468 whole entry, looked up): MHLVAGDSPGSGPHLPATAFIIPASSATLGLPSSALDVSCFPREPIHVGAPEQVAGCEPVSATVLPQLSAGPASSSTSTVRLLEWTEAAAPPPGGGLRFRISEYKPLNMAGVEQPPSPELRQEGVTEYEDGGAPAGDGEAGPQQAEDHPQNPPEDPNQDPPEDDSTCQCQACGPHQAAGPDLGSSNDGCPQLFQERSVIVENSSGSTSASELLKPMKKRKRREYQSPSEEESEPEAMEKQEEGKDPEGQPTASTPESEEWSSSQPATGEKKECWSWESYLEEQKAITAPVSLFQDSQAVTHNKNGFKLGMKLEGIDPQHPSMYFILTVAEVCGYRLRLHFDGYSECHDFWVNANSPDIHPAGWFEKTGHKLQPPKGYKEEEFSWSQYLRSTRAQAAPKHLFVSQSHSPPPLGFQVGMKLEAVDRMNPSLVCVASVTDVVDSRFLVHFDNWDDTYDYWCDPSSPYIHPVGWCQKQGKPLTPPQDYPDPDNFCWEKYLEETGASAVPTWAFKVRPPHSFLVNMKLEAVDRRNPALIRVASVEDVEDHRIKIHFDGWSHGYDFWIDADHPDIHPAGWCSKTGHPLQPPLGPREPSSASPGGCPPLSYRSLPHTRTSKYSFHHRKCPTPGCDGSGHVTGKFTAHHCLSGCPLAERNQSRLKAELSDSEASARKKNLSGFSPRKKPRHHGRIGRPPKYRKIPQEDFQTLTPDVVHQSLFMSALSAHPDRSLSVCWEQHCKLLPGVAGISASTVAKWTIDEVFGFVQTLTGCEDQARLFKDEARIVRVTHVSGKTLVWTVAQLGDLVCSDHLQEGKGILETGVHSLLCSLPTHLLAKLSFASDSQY
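AlphaScreen assay: L3MBTL1 (50 nM final) was preincubated 30 min at room temperature with biotinylated H3(1-15)K9me1 peptide (75 nM final), then 30 min with library compounds; streptavidin donor and nickel chelate acceptor beads (10 ug/mL final) added, 30 min dark.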
Numbers without * were called inactive; [ ] = another dose, or the depositor's remark. % is set by controls: 0 for no effect and ±100 for the full control effect; potency is the fitted concentration of half-maximal effect. Not all compounds are listed; rates above refer to the full screens.

| molecule | L3MBTL1 block |
| --- | --- |
| Cc1ccc(C)c(NC(=S)N2CCN(c3ccccn3)CC2)c1 | -5.4% |
| COc1ccc(S(=O)(=O)Oc2ccccc2C(N)=O)cc1 | 5.7% |
| CCCCn1c(N)c(N(Cc2ccccc2OC)C(=O)CN2C(=O)NC(C)(c3ccccc3)C2=O)c(=O)[nH]c1=O (centres undefined) | 14.4% |
| O=C(Nc1ccc(NC(=O)c2ccccc2F)cc1)c1ccccc1F | -5.2% |
| CC1CCC(NC(=O)CSc2nncn2C)CC1 (centres undefined) | 6.7% |
| COc1ccc(S(=O)(=O)NC2CC(=O)N(c3ccccc3)C2)cc1C (centres undefined) | 10.7% |
| Cc1ccc(C)c(OCC(=O)N2CCN(c3ncccn3)CC2)c1 | 3.1% |
| COc1cc2sc(-c3ccc(S(C)(=O)=O)cc3)c(-c3ccc4c(c3)OCO4)c2cc1OC | 9.8% |
| COc1ccc(-n2nnnc2CNC(=O)c2ccc3ccccc3c2)cc1 | -2.9% |
| CCOC(=O)c1ccc(S(=O)(=O)N2CCN(C(=O)c3cc4ccccc4o3)CC2)cc1 | -11.0% |
| CCOC(=O)C1(CCCc2ccccc2)CCN(S(C)(=O)=O)CC1 | -0.6% |
| COc1ccccc1/C=C/C(=O)OCC(=O)N1CCCCC1 | 4.3% |
| O=C(COC(=O)c1cccc(Br)c1)NCC1CCCO1 (centres undefined) | 13.5% |
| CS(=O)(=O)N1CCCC(C(=O)Nc2ccccc2)C1 (centres undefined) | 1.5% |
| CCCN=C1N(C)C[C@@H]2[C@@H]3C(=O)N(C)C(=O)[C@@H]3[C@](CC)(C(=O)OC)N12 | -0.6% |
| CC1(C)NC(=O)N(CCCC(=O)Nc2ccc(C(F)(F)F)cc2)C1=O | 4.6% |
| CC(C)CNC(=O)C(=O)Nc1ccc2c(c1)N(S(=O)(=O)c1cccs1)CCC2 | -6.7% |
| CCc1noc(C)c1C(=O)Nc1nc2ccc(S(C)(=O)=O)cc2s1 | 1.0% |
| CC(=O)Nc1ccc(N/C=C/C(=O)c2ccc(C)cc2)cc1 | -11.3% |
| Cn1cccc1C(=O)OCC(=O)NCc1cccs1 | 0.4% |
| O=S1(=O)N=C(N/N=C/c2cccs2)c2ccccc21 | -6.8% |
| CC1CN(CCCCOc2ccc(Cl)c3ccccc23)CC(C)O1 (centres undefined) | 37.7%[activator] |
| COc1ccccc1CC(=O)OCC(=O)N1CCN(c2ccc(F)cc2)CC1 | -10.5% |
| CCN1C(=O)[C@H]2[C@@H](c3ccc(-c4cc(C(C)=O)cs4)cc3)N[C@@](Cc3ccccc3)(C(=O)OC)[C@H]2C1=O | 6.9% |
| CN(CC(=O)Nc1ccccc1Cl)C(=O)C1CSC2(C)CCC(=O)N12 (centres undefined) | 0.6% |
| COc1ccc(C2=NOC(Cn3nc(-c4ccccc4)cc3C(=O)NCc3cccc(Br)c3)C2)cc1 (centres undefined) | 45.6%[activator] |
| C[C@H](CO)N1C[C@H](C)[C@@H](CN(C)C(=O)Nc2ccc(C(F)(F)F)cc2)Oc2ccc(NC(=O)Nc3ccc4c(c3)OCO4)cc2C1=O | -11.5% |
| CCCCN1C(=N)N([C@@H](C)CN2CCC[C@H]2CN2C(N)=NC[C@H]2CC(C)C)C[C@H]1Cc1ccccc1 | -5.3% |
| CCOc1ccccc1OCC(=O)Nc1ccc(OC)c(S(=O)(=O)N2CCCCC2)c1 | -4.7% |
| OCC1(CCCc2ccccc2)CCN(C2CCC2)CC1 | -2.1% |

The final 4 records of the part above are carried over, then new ones follow.
| molecule | L3MBTL1 block |
| --- | --- |
| C[C@H](CO)N1C[C@H](C)[C@@H](CN(C)C(=O)Nc2ccc(C(F)(F)F)cc2)Oc2ccc(NC(=O)Nc3ccc4c(c3)OCO4)cc2C1=O | -11.5% |
| CCCCN1C(=N)N([C@@H](C)CN2CCC[C@H]2CN2C(N)=NC[C@H]2CC(C)C)C[C@H]1Cc1ccccc1 | -5.3% |
| CCOc1ccccc1OCC(=O)Nc1ccc(OC)c(S(=O)(=O)N2CCCCC2)c1 | -4.7% |
| OCC1(CCCc2ccccc2)CCN(C2CCC2)CC1 | -2.1% |
| C#CCOCCOCCOCCNc1nc(N2CCOCC2)nc(N2CCN(C(=O)CCCCCCCCCCNC(=O)[C@H]([C@@H](C)CC)n3cc(CCCCN=C(N)N)nn3)CC2)n1 | -2.0% |
| Cc1ccc(COC(=O)CN2C(=O)NC3(CCCC3)C2=O)cc1 | -2.2% |
| CCOc1ccccc1C(=O)OCC(=O)Nc1cc(S(=O)(=O)N2CCOCC2)ccc1C | 3.1% |
| N#Cc1ccc(OCC(=O)NC2CCCCCC2)cc1 | 11.4% |
| COC(=O)c1ccc(C(c2c(C)n(C)n(-c3ccccc3)c2=O)c2c(C)n(C)n(-c3ccccc3)c2=O)cc1 | 3.9%[2.29 µM] |
| Cc1c(NC(=O)CSc2ncnc3c2cnn3-c2ccccc2)c(=O)n(-c2ccccc2)n1C | -3.2% |
| CCC(C)CCN1C(N(C)C)=NC[C@@H]1C (some centres undefined) | 8.2% |
| COc1ccc(Cc2nnc(NC(=O)c3ccccc3F)s2)cc1OC | 2.3% |
| Clc1ccc2c(N3CCOCC3)ccnc2c1 | -1.7% |
| Cc1ccc(NC(=O)c2cccc(S(=O)(=O)N3CCCC3)c2)nc1 | -7.8% |
| Cc1ccc(Cl)cc1NC(=O)COC(=O)CCN1C(=O)C2CC=CCC2C1=O (centres undefined) | 5.9% |
| Cc1cc(C)cc(NC(=O)CSc2nc(=O)n(CCCN3CCOCC3)c3c2CCCC3)c1 | -0.5% |
| CC(O)Cn1c(N2CCCC2)nc2c1c(=O)[nH]c(=O)n2C (centres undefined) | -4.6% |
| C[C@H](CO)N1C[C@H](C)[C@@H](CN(C)Cc2ccncc2)Oc2c(NC(=O)C3CCCCC3)cccc2C1=O | -2.1% |
| CC(C(=O)N1CCCC1)N1CCN(S(=O)(=O)c2ccc(C(C)(C)C)cc2)CC1 (centres undefined) | 2.7% |
| COc1ccc(OC)c(/C=C/c2[nH]c(=O)[nH]c(=O)c2[N+](=O)[O-])c1 | 2.4% |
| Nc1ncnc2c1ncn2[C@@H]1O[C@H](CNS(=O)(=O)c2cc3ccccc3s2)[C@@H](O)[C@H]1O | -5.5% |
| Cc1ccc(NC(=O)COC(=O)Cn2ccc(=O)[nH]c2=O)cc1C | 4.2% |
| CC(C)(C)OC(=O)C[C@@H]1C/C=C\C[C@@H](CC(=O)N[C@@H](CO)Cc2ccccc2)C(=O)NCCOC1=O | 2.6% |
| C/C(=N\Nc1nc(C)cc(-c2ccccc2)n1)c1ccccc1 | -3.9% |
| CN(C)C1(CNC(=O)C2CCN(S(=O)(=O)c3c(Cl)cccc3Cl)CC2)CCCCC1 | 6.7% |
| C#CCOCCOCCOCCNc1nc(N2CCN(C(=O)Cn3cc(CCCCN)nn3)CC2)nc(N2CCN(C(=O)Cn3cc(CCCN=C(N)N)nn3)CC2)n1 | 0.3% |
| COc1cccc(NC(=O)CN(C)C(=O)c2ccc(-n3cncn3)c([N+](=O)[O-])c2)c1 | 4.9% |
| CCOCCOC(=O)C1=C(C)NC(=O)NC1c1ccc2c(c1)OCO2 (centres undefined) | 2.8% |
| Cc1cc(Br)c(NC(=O)C(C)Sc2nnnn2C)c(Br)c1 (centres undefined) | 3.6% |
| C#CCOCCOCCOCCNc1nc(N2CCN(C(=O)[C@H]([C@@H](C)O)n3cc(CCCCN)nn3)CC2)nc(N2CCN(C(=O)[C@H](CCCCN)n3cc(CC(C)O)nn3)CC2)n1 (some centres undefined) | 2.6% |
| CC(C(=O)Nc1ccccc1)C(=O)Nc1ccccc1 | -5.4%[2.29 µM] |
| Cc1csc(SCC(=O)NC(=O)c2ccccc2)n1 | 13.2% |
| O=C(CCN1CCN(c2ccccc2)CC1)Nc1ccccc1 | -7.1% |
| Cn1cnnc1SCC(=O)NC(=O)NCc1ccccc1 | 5.2% |
| Cc1ccc(S(=O)(=O)NCC(c2ccc3c(c2)OCO3)N2CCN(c3ccccc3)CC2)cc1 (centres undefined) | 1.5% |
| Cc1cnc(NC(=O)c2cccc(S(=O)(=O)N3CCOCC3)c2)s1 | -0.1% |
| CN(CC(=O)Nc1ccccc1Cl)C(=O)CCSc1ccc(F)cc1 | -19.1% |
| CCCCn1c(N)c(N(CC(C)C)C(=O)c2cc(-c3ccc(OC)c(OC)c3)nc3ccccc23)c(=O)[nH]c1=O | -3.8% |
| CN(C(=O)CSc1nc2sc3c(c2c(=O)n1C)CCC3)C1CCS(=O)(=O)C1 (centres undefined) | 1.8% |
| O=C(NCCS(=O)(=O)N1CCC2(CC1)OCCO2)c1ccc(F)cc1 | -3.4% |
| CCCn1c(N)c(N(CCOC)C(=O)C(C)Oc2ccc(F)cc2)c(=O)[nH]c1=O (centres undefined) | 3.8% |
| O=Cc1c(NCc2ccccc2)c2ccccc2[nH]c1=O | 6.2% |
| O=C(Nc1ccc(S(=O)(=O)NC2=NCCCCC2)cc1)c1ccc([N+](=O)[O-])s1 | -3.2% |
| O=C(CN1CCN(c2cnn(-c3ccccc3)c(=O)c2Cl)CC1)NC1CCS(=O)(=O)C1 (centres undefined) | -4.6% |
| Cc1cc(-n2c(C)cc(C(=O)CN3C(=O)C(=O)N(C)C3=O)c2C)no1 | 4.4% |
| Cc1ccc(C(=O)Nc2ncn[nH]2)cc1 | -11.1% |
| CCn1c(=O)c(C(=O)Nc2ncccc2O)c(O)c2ccccc21 | -3.5%[2.29 µM] |
| COc1ccc2ccccc2c1/C=N/n1cnnc1 | 0.3% |
| NC(=O)CC(NC(=O)c1cccc(Br)c1)c1ccc(NC2CCCCCCCCCCC2)c([N+](=O)[O-])c1 (centres undefined) | 4.5% |
| Nc1c(N(CCC2=CCCCC2)C(=O)Cc2ccc(F)cc2)c(=O)[nH]c(=O)n1Cc1ccccc1 | 9.6% |
| Cc1ccc(/C=N/NC(=O)Cc2ccc(Cl)cc2)c(O)c1 | 5.9% |
| CSCCC(NC(=O)COc1ccccc1)C(=O)N1CCN(c2ccccc2Cl)CC1 (centres undefined) | -6.1% |
| Cc1nn(CC(=O)N(C)c2c(N)n(Cc3ccccc3)c(=O)[nH]c2=O)c(C)c1[N+](=O)[O-] | 2.2% |
| COc1ccc(CCNC(=O)c2cc(S(=O)(=O)N3CCOCC3)cn2C)cc1OC | 11.7% |
| Cc1ccnc(SC2CC(=O)N(c3ccc(Br)cc3)C2=O)n1 (centres undefined) | 10.3% |
| CN(CC(=O)NCc1ccco1)CC(=O)Nc1c(Cl)cccc1Cl | 3.8% |
| Cc1nc(Cc2nnc(SC(C)C(=O)Nc3cccc(C#N)c3)o2)cs1 (centres undefined) | -0.3% |
| COCC(=O)N(Cc1cc2ccc(C)cc2[nH]c1=O)c1ccc(C)cc1C | 5.6% |
| O=S(=O)(NC1CC2CCC1C2)c1ccc(Br)cc1 (centres undefined) | -1.6% |
| C=CCC[C@@H](Cc1ccc(F)cc1)C(=O)OC[C@@H](Cc1c[nH]c2ccccc12)NC(=O)[C@H](CC=C)CC(=O)NCCO | -4.2% |
| CCCCCOc1ccc(C(=O)CCN2CCOCC2)cc1 | -1.7% |
| COc1cc2c(cc1OC)C(c1ccccc1Cl)N(C)CC2 (centres undefined) | -2.4%[2.29 µM] |
| O=C(Nc1ccccc1N1CCCCC1)c1cc(S(=O)(=O)N2CCOCC2)ccc1Cl | -6.1% |
| O=C(COC(=O)c1ncc(Cl)c(Cl)c1Cl)NC1CCS(=O)(=O)C1 (centres undefined) | 11.6% |

Exported with the structure last: part of the list above
L3MBTL1 block,Molecule
11.7%,COc1ccc(CCNC(=O)c2cc(S(=O)(=O)N3CCOCC3)cn2C)cc1OC
-2.1%,C[C@H](CO)N1C[C@H](C)[C@@H](CN(C)Cc2ccncc2)Oc2c(NC(=O)C3CCCCC3)cccc2C1=O

(more compounds)
| molecule | L3MBTL1 block |
| --- | --- |
| O=C(Cc1nnc(NC(=O)c2ccccc2)s1)N/N=C\c1ccc(O)c(O)c1 | -0.3%[2.29 µM] |
| O=[N+]([O-])c1ccccc1S(=O)(=O)Nc1ccc(-c2ccc3nncn3n2)cc1 | 10.7% |
| Cc1cc(C(=O)CN2C(=O)C(=O)N(Cc3ccccc3)C2=O)c(C)n1Cc1ccccc1 | -8.6% |
| CC(OC(=O)c1cccc(-n2cnnn2)c1)C(=O)Nc1ccc(F)cc1Cl (centres undefined) | -7.2% |
| CC(C)Cn1c(N)c(C(=O)COC(=O)Cc2cccc(C(F)(F)F)c2)c(=O)n(C)c1=O | 11.1% |
| COc1cccc(-c2cn(C[C@H]3CC[C@@H]([C@@H]4CC[C@H](Cn5cc(-c6cccc(OC)c6)nn5)O4)O3)nn2)c1 | -4.4% |
| CC(C)C[C@H]1CN=C(N(C)C)N1CC(C)C | 5.9% |
| CCOc1ncccc1C(=O)Nc1ccc(S(=O)(=O)N2CC(C)CC(C)C2)cc1 (centres undefined) | 0.1% |
| CC(OC(=O)c1ccccc1NCCO)C(=O)Nc1ccc(S(=O)(=O)N2CCOCC2)cc1 (centres undefined) | 5.4% |
| CCCN(C(=O)C1=COCCO1)c1c(N)n(Cc2ccccc2)c(=O)[nH]c1=O | 5.4% |
| Cc1cc(C)cc(NC(=O)c2ccc(NC3=NC4CS(=O)(=O)CC4S3)cc2)c1 (centres undefined) | -2.1% |
| COCCN=C1N[C@@H](c2ccc(Br)cc2)C(C(=O)OC)=C(C)N1Cc1ccccc1 | -2.5% |
| O=C(Cc1ccc([N+](=O)[O-])cc1)N1CCN(c2ccc([N+](=O)[O-])cc2)CC1 | -19.3% |
| C[C@H](CO)N1C[C@H](C)[C@@H](CN(C)Cc2ccc(C(=O)O)cc2)Oc2c(cccc2N(C)C)C1=O | 5.5% |
| CC(C)(C)NC(=O)c1cc2c(ccc3ccccc32)oc1=O | 27.4%[2.29 µM] |
| Cc1nn(-c2ccccc2)c(C)c1NC(=O)COC(=O)CCCOc1ccccc1 | 1.5% |
| CCN(CC(=O)Nc1c(F)cccc1F)C(=O)CN1c2cccc3cccc(c23)S1(=O)=O | 8.3% |
| C[C@H](CO)N1C[C@H](C)[C@@H](CN(C)C(=O)NC2CCCCC2)Oc2ccc(NS(C)(=O)=O)cc2C1=O | 5.8% |
